# Assay outcomes: PubChem, several laboratories
# SR-BI uptake up = enhances SR-BI lipid uptake from DiI-HDL | CHO ldlA[mSR-BI] cells, DiI-HDL uptake fluorescence, 3 h; 100 = double the neutral-control signal | activation, % at 12.5 µM | 320,000 tested, 0.096% active | AID 504775;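 active = mean replicate activation of at least 60% and every replicate at or above 60%; inconclusive = mean or all-replicate condition met, but not both; inactive = mean below 60% and not all replicates reaching 60%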;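 note: 0% = median plate neutral-control signal and 100% = twice that signal; values of inactives mirror those of a sister screen read the other way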
#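 Test system: SR-BI-overexpressing, LDLR-lacking CHO cells; Also added: labelled HDL, 10 µg/mL; Measured by: bottom-read cell fluorescence after medium removal, ex 550/em 595 nm; Timing: 3 h uptake period with compound, 37 °C; Buffer or medium: F12, 0.5% BSA, 25 mM HEPES; Doses: single compound concentration, delivered by pin transfer.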
# HTR5A ag = activates human HTR5A in OPRM1-OPRD1 agonist counter-screen. activation, % at 9.3 µM. 340,000 tested, 0.61% active. P47898. AID 504692. HTR5A agonist assay, luminescence, cell-based; in the data active = activation mostly above about 9.5%, no sharp cut-off; inactive = mostly below about 7.6%;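 note: 0% = cells with vehicle only and 100% = reference agonist; strong numbers were not always called active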
# Target sequence (P47898 whole entry, looked up): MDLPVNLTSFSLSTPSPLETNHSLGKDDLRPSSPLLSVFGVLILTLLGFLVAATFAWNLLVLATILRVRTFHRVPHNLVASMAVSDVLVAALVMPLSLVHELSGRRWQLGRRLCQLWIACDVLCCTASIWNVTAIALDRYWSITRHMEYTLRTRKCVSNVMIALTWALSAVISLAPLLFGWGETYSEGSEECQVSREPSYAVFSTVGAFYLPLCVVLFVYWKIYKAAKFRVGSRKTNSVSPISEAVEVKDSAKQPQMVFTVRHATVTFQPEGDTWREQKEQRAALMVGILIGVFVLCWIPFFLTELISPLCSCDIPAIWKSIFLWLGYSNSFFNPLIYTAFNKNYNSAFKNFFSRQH
# cardiac RTF act = increases calcium sensitivity of human cardiac regulated thin filaments | IANBD-labeled TnC RTF fluorescence at EC20 calcium; 0% EC20 calcium, 100% full calcium | activation, % at 7.2 µM | 340,000 tested, 0.24% active | AID 493008;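 active = activation above the mean over all tested compounds plus 3 SD, cut at about 30% in these data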;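 note: rise in fluorescence read as greater calcium sensitivity of cardiac thin filaments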
# Wnt act = activators of Wnt/beta-catenin signaling; Wnt/beta-catenin reporter cell assay, activator, plate reader; activation, % at 9.35 µM; 300,000 tested, 1.2% active; AID 743398; in the data active = activation above about 30%, passing the limit was not always enough; inconclusive = no clear call, values can overlap the other calls;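 note: 0% = neutral control wells and 100% = positive control wells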
# PvdQ inh = P. aeruginosa PvdQ acylase inhibition | AID 488965 | inhibition, % at 10 µM | 340,000 tested, 0.063% active | purified PvdQ acylase, fluorescence plate reader; in the data active = inhibition above about 30%, passing the limit was not always enough; inconclusive = no clear call, values can overlap the other calls;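 note: 0% = vehicle neutral wells and 100% = reference inhibitor wells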
# SR-BI HDL uptake = inhibitors of mouse SR-BI mediated HDL lipid uptake. Q61009. ldlA[mSR-BI] CHO cells, DiI-HDL uptake fluorescence, 3 h. inhibition, % at 12.5 µM. 320,000 tested, 0.96% active;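 active = mean replicate inhibition of at least 70% and a set share of replicates each scoring 70 or more; inconclusive = meets just one of the two criteria; inactive = fails both criteria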;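 note: 0% = median of neutral control wells and 100% = median of positive control wells; values of inactives mirror those of a sister screen read the other way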
# Rtt109 Vps75 = blocks Candida albicans Rtt109/Vps75 acetyltransferase activity. Q5AAJ8. purified Rtt109/Vps75, ThioGlo CoA-SH fluorescence, 4 h. inhibition, % at 34.9 µM. 330,000 tested, 0.16% active;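 active = inhibition of at least 50% in every replicate; inconclusive = best replicate reaches 50% inhibition but some replicates fall short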
# Target sequence (Q5AAJ8 whole entry, looked up): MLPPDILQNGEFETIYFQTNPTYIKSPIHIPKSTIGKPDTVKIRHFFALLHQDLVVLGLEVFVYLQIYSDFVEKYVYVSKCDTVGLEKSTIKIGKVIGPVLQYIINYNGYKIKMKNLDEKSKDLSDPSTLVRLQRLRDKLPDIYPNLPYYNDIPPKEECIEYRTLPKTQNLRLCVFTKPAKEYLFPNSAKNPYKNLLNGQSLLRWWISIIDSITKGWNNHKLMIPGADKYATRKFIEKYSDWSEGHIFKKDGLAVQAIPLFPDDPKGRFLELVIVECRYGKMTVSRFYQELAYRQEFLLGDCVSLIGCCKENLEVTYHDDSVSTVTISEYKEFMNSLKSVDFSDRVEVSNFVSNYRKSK
# MITF TRPM1 HTS = increases MITF-driven TRPM1 promoter luciferase signal. 300,000 tested, 0.75% active. SK-MEL-5 TRPM1-promoter luciferase, 24 h; % of positive control, neutral wells = 0. activation, % at 12.5 µM. AID 588334;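 active = mean activation of at least 80% with every replicate also reaching 80%; inconclusive = mean reaches 80% but some replicate falls short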;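 note: 0% = neutral control wells and 100% = parthenolide positive control wells; values of inactives mirror those of a sister screen read the other way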
# dFosB activator = mouse delta FosB homodimer activation; P13346; purified delta FosB, TAMRA-CDK5 oligo fluorescence polarization; percent of positive-control signal above neutral wells; activation, % at 25 µM; 340,000 tested, 0.99% active;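 active = mean activation above about 17%, with every replicate also reaching it, limit read from the data, passing the limit was not always enough; inconclusive = only one of the two conditions met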;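 note: fluorescence polarization rise as delta FosB binds a TAMRA Cdk5 AP-1 oligo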
# Target sequence (P13346 whole entry, looked up): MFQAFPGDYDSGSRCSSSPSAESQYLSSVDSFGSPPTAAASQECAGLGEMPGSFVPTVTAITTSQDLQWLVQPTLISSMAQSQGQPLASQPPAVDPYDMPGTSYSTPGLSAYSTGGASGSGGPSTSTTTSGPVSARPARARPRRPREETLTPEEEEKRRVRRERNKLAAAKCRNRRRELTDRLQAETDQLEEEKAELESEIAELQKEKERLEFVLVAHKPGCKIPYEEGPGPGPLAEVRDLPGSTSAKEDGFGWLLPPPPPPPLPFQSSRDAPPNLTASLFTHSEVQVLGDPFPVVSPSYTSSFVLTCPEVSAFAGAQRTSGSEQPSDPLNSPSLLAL
# CDK5 inh = CDK5/p35 (human) kinase inhibition; Q00535+Q15078; Recombinant CDK5/p35, ADP-Glo luminescence, 60 min; inhibition, % at 10 µM; 330,000 tested, 0.01% active;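 active = highest replicate inhibition of at least 50% and at least 75% of replicates reaching 50%; inconclusive = only one of the two criteria met; inactive = both criteria failed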;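 note: plate controls were DMSO neutral control for no effect and GW8510 at 10 µM for full effect; many of its hits are not listed in these tables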
# The depositor's hits bear a star; ? = inconclusive; · = no result given.
SMILES,SR-BI uptake up,HTR5A ag,cardiac RTF act,Wnt act,PvdQ inh,SR-BI HDL uptake,Rtt109 Vps75,MITF TRPM1 HTS,dFosB activator,CDK5 inh
O=C(Cn1c(=O)cnc2ccccc21)NNC(=O)c1ccccc1Cl,-3,0,4,-7,-11,3,-19,5,-5,1.6
CCCOC(=O)COC(=O)c1ccccc1NC(=O)c1ccccc1,21,-4,-1,23,-10,-21,·,-14,-5,0.8
CC(C)(O)[C@H](O)COc1c2ccoc2cc2oc(=O)ccc12,-1,4,0,6,6,1,-1,10,0,0.3
CCCNC(=O)C1CCCN(S(=O)(=O)c2ccc3c(c2)CC(C)N3C(=O)C2CC2)C1 (configuration not stated),-12,-5,5,0,-1,12,-5,·,-5,-1.2
COC(=O)C1OC(OC2CC[C@]3(C)C(CC[C@@]4(C)[C@@H]3CC=C3[C@@H]5CC(C)(C)CC[C@]5(C(=O)OC5OC(CO)C(O)C(O)C5O)CC[C@]34C)C2(C)C)C(O)C(O)C1O[C@H]1OCC(O)C(O)C1O (some centres not stated),119*,5,-2,·,-5,-119,-4,4,-10,1.6
O=C(NCc1ccco1)/C(=C/c1ccc(Br)cc1)NC(=O)c1ccco1,-3,-5,0,-4,-9,3,15,2,1,-3.0
COc1ccc2nccnc2c1[N+](=O)[O-],10,4,-2,-1,-15,-10,0,8,-5,-1.2
CCN(CC)S(=O)(=O)c1cccc(C(=O)Nc2ccc3c(c2)OCO3)c1,-28,4,8,-2,-16,28,-8,?,0,-2.3
COc1ccc(NC(=O)CCn2nnc(-c3ccc(C)cc3)n2)cc1OC,-7,5,1,·,-5,7,1,3,-10,-1.8
O=C(/C=C\Nc1ccc(Br)cc1)c1cccnc1,9,-1,4,38*,-7,-9,-3,37,-3,-1.2
CC(=O)Nc1ccc(/C=C(\C#N)S(=O)(=O)c2ccc(C)cc2)cc1,6,1,-8,-1,4,-6,-4,-1,-6,-1.7
O=C1c2ccccc2C(=O)N1CCc1csc(-c2ccccc2)n1,-10,-5,1,·,25,10,7,·,-1,-0.1
COc1ccccc1CCNC(=O)Cn1ccc2cc(S(=O)(=O)N3CCC(C)CC3)ccc21,5,3,7,-2,-11,-5,14,-5,-12,-0.3
CCOc1ccc(C(=O)NCCC(=O)N2CCC3(CC2)NCCc2[nH]cnc23)cc1OCC,2,0,2,3,-7,-2,4,2,1,-0.2
COc1cc(OC)cc(OCC(O)Cn2cnc(-c3ccccc3)c2)c1 (configuration not stated),-32,-3,9,-3,-24,32,0,-5,-6,-2.8
CS(=O)(=O)N1CCC(Oc2ccccc2C(=O)N2CCNC(=O)C2)CC1,19,0,3,-1,-16,-19,-4,4,-3,-1.6
CC(=O)C(Cc1ccccc1)NC(=O)COC(=O)c1ccc(-n2cnnn2)cc1 (configuration not stated),-8,-3,-8,-2,-11,8,2,5,-1,0.0
COC(=O)c1ccccc1N1C(=O)C2C(C1=O)C1C=CC2C12CC2 (configuration not stated),-18,2,0,·,14,18,11,-1,-5,3.3
CCOc1ccc(C2C(C#N)=C(N)Oc3cc(C)n(CCN(C)C)c(=O)c32)cc1OCC (configuration not stated),22,1,-4,·,9,-22,-4,4,-1,-0.4
Cc1ccsc1C(=O)N1CCCC(N(C)Cc2ccccc2)C1 (configuration not stated),21,2,-1,0,-2,-21,-6,14,0,1.0
C=CCNC(=S)Nc1sc2c(c1C(=O)OCC)CC(C)(CC)OC2 (configuration not stated),-11,4,6,0,-17,11,·,13,0,-1.4
Cc1ccc(S(=O)(=O)N2CCCC2)cc1[N+](=O)[O-],17,-3,-2,-2,4,-17,-1,9,1,0.9
O=C1CCCc2sc3c(c2N1)CCCCC3,39,-5,-3,·,-7,-39,-4,6,-1,-3.8
COCc1ccc(C(=O)N2CCCC(N3CCN(c4ccccc4C)CC3)C2)s1 (configuration not stated),-17,-1,-5,-2,-1,17,6,-8,-11,0.4
CCOC(=O)C1=C(COC(=O)CNC(=O)c2ccc(Cl)cc2Cl)NC(=O)NC1C (configuration not stated),15,2,0,3,-11,-15,-3,-2,-1,-0.5
CS(=O)(=O)N(Cc1ccco1)Cc1ccccc1Cl,-29,-6,2,-4,-7,29,4,1,-3,1.5
COCc1nnc(NC(=O)CCS(=O)(=O)c2ccccc2)s1,12,-4,-2,-1,-12,-12,2,8,-7,-0.7
Cc1ccc(-n2nnnc2-c2cccs2)cc1[N+](=O)[O-],11,5,-4,0,0,-11,-1,-5,-6,0.8
COc1cccc(CNCc2cccc(OC)c2O)c1O,20,-2,-5,-1,0,-20,-3,8,-1,0.5
CN(C(=O)c1ccc(OC2CCN(CCc3ccccc3)CC2)cc1)C1CCOC1 (configuration not stated),-2,2,1,-2,-9,2,-4,-6,-3,1.2
O=C(NNC(=O)C1CCCO1)c1ccccc1Cl (configuration not stated),14,-2,-2,-6,-10,-14,-3,3,-4,0.3
Cc1cc2nc(SCC(=O)Nc3nonc3C)c3c(c2cc1C)CCCC3,-14,0,2,·,-14,14,5,6,-11,-2.1
COc1ccccc1C(=O)N1CCCC(c2nc(-c3cc(OC)c(OC)c(OC)c3)no2)C1 (configuration not stated),-22,6,-3,·,-6,22,7,0,-9,0.5
COc1cc(OC)cc(C(=O)N2CCC(C(=O)N3CCOCC3)CC2)c1,·,8,1,-1,-14,·,6,-4,-2,1.7
O=c1[nH]c2ccc(NCc3ccc(OCc4ccccc4Cl)cc3)cc2[nH]1,-19,-1,5,8,-8,19,-2,83*,6,-0.3
O=C(CN1CCC(C(=O)c2ccc3c(c2)OCCO3)CC1)NC1CCCC1,-13,4,-7,·,2,13,9,-14,-6,1.6

# 3 compounds from above, showing only SR-BI uptake up, SR-BI HDL uptake and Wnt act.
SMILES	SR-BI uptake up	SR-BI HDL uptake	Wnt act
COc1cccc(CNCc2cccc(OC)c2O)c1O	20	-20	-1
CN(C(=O)c1ccc(OC2CCN(CCc3ccccc3)CC2)cc1)C1CCOC1 (configuration not stated)	-2	2	-2
O=C(NNC(=O)C1CCCO1)c1ccccc1Cl (configuration not stated)	14	-14	-6

# (continued)
SMILES,SR-BI uptake up,HTR5A ag,cardiac RTF act,Wnt act,PvdQ inh,SR-BI HDL uptake,Rtt109 Vps75,MITF TRPM1 HTS,dFosB activator,CDK5 inh
CC(=O)c1cccc(-n2nnnc2SCC(=O)N2CCCC2)c1,-27,-2,11,·,13,27,-3,-4,3,-0.5
COC1CCN(Cc2c(C(=O)N3CCN(C4CCCCC4)CC3)nc3ccccn23)CC1,44,6,4,·,-16,-44,6,18,-3,0.6
O=C(CN(C(=O)C1CSC(=O)C1)c1cccc(F)c1)NCc1ccc2c(c1)OCO2 (configuration not stated),·,2,2,0,2,·,10,·,-3,-1.1
CCCC(c1nnnn1CCc1ccccc1)N1CCN(C2CCCC2)CC1 (configuration not stated),10,-1,8,-4,-4,-10,-5,8,-7,1.3
CN1CCN(c2nc(-c3ccccc3)nc(-c3ccccc3)c2C#N)CC1,-24,-1,-1,0,-5,24,5,12,-13,0.3
Cc1ccc(S(=O)(=O)CCC(=O)NCc2ccccc2Cl)cc1,15,-5,6,·,2,-15,-4,-2,-3,0.1
CC(C)NC(=O)c1ccc(-c2ccccc2C(F)(F)F)o1,-9,-1,2,·,-6,9,0,76,-11,-1.7
CCOC(=O)CC1CCCCN1Cc1cn[nH]c1-c1ccc(F)cc1F (configuration not stated),·,1,1,-2,-6,·,-6,-4,-9,-0.2
O=C(NN1C(=O)C2C3CCC(O3)C2C1=O)c1ccco1 (configuration not stated),23,1,-4,18,9,-23,-1,2,-4,·
COc1cccc(/C=N/NC(=O)CC(C)O)c1OC/C=C/c1ccccc1 (configuration not stated),4,-3,2,6,-12,-4,-4,-11,-3,-2.2
COc1ccc(-n2cc(-c3ccccc3)c3c(N4CC(C)OC(C)C4)ncnc32)cc1 (configuration not stated),-76,-2,3,-3,-14,76*,-11,-4,-20,-6.0
Cc1ccc(C)c(NC(=O)C2CCCN(c3cnccn3)C2)c1 (configuration not stated),10,-1,-3,1,7,-10,-9,-6,-8,-2.4
CC1CCN(C2(O)C(=O)Nc3ccc(Cl)cc32)CC1 (configuration not stated),3,3,7,-2,-13,-3,1,2,3,-1.7
O=C(CSc1ccc2nnc(-c3ccncc3)n2n1)NCc1ccco1,4,-2,8,-4,-16,-4,-2,1,2,-5.7
O=C(COC(=O)C1CC(=O)N(CCc2ccccc2)C1)c1ccc[nH]1 (configuration not stated),9,2,-3,-3,-15,-9,2,-3,2,2.4
Cc1ccc(S(=O)(=O)N2CCCC(C(=O)NCC3CCCO3)C2)cc1 (configuration not stated),2,4,-9,1,0,-2,-12,-2,0,0.7
Cn1nc(C(=O)OCC(=O)Nc2ccc(S(N)(=O)=O)cc2)c2ccccc2c1=O,·,1,4,-1,6,·,3,-8,-7,3.6
CCOc1ccc(S(=O)(=O)N2CCN(Cc3ccc4c(c3)OCO4)CC2)cc1C,·,0,0,-2,-2,·,-11,-2,-10,-1.2
O=C1NCC2=C1C(c1ccc(Br)cc1)Nc1ccccc1N2 (configuration not stated),31,0,0,·,-9,-31,-25,·,-4,3.8
Cc1ccc2nc(-c3ccccc3)cc(C(=O)N3CCN(c4ccccc4O)CC3)c2c1,-35,-1,-22,2,-6,35,7,18,1,1.9
CC1CCCN(C(=O)c2ccc(CNc3c(N4CCCCC4)c(=O)c3=O)cc2)C1 (configuration not stated),4,-1,4,-3,-16,-4,-2,-3,-9,0.1
COCCCN1C(=O)c2ccc(C(=O)OCC(=O)NCCc3ccccc3)cc2C1=O,·,-3,-3,-1,-8,·,-1,-1,-4,0.2
Cc1ccc(N(Cc2ccccc2)C(=O)c2ccc(C)c(S(=O)(=O)N3CCOCC3)c2)cc1,-8,-3,-2,-4,-9,8,6,-16,-19,-4.4
CCSc1nc2c(cnn2-c2ccc(C)cc2)c(=O)[nH]1,-4,0,-2,0,-17,4,-5,-12,-6,1.4
Cc1c(NC(=O)CSc2nnc(C(C)N(C)C)n2-c2ccccc2)c(=O)n(-c2ccccc2)n1C (configuration not stated),8,-1,-2,-1,-4,-8,-2,·,-6,0.2
N#C/C(=C\c1cn(CCOc2ccccc2F)c2ccccc12)C(=O)NCc1cccs1,-33,5,-2,-3,-8,33,-10,1,?,2.1
CC(NC(=O)Cc1ccccc1)C(c1ccccc1)N1CCOCC1 (configuration not stated),15,3,6,-1,12,-15,-9,-5,8,1.4
CN(C)C(=O)CSc1nc2cc(S(=O)(=O)N3CCOCC3)ccc2o1,45,-5,4,-6,-22,-45,-2,-2,-2,-2.0
